ERG Ets-DNA blk – blocks human ERG Ets domain binding to DNA | P11308 | fluorescence polarization, His-ERG Ets domain / labelled DNA | Potency, µM (series often up to 76.9 µM), for inactives: at the top dose FP activity, negative = inhibition, hits mostly inhibitors | 0.028% of 370,000 active; active means well fitted inhibition curve with a large enough effect in the polarisation, with a control signal flat; inconclusive means small, poorly fitted or top-dose-only effect, or effect the other way, or a change in a side signal; inactive means no such curve, though single readings can be large or run the other way; the % refers to the polarisation;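 further: polarization taken with two DNA probes labelled with fluorescein and Texas red; potency means the concentration at half of the fitted maximal effect; % of control where 0% means no effect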
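His-tagged ERG Ets domain (1 uM in the protein solution; 300mM KCl, 50mM Tris-HCl, 1mM EDTA, 1mM DTT, pH 7.5) received compound, then a probe mix of 5 nM fluorescein-DNA and 100nM Texas-615-DNA. Fluorescence polarization was read for both dyes.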
POLK inh – blocks human DNA polymerase kappa activity; Potency, µM (highest dose often 107 µM), for the others: top-dose activity, negative = inhibition, hits mostly inhibitors; 0.53% of 400,000 active; Q9UBT6; purified Pol kappa, fluorescent DNA synthesis assay, 10 min; further: potency means the concentration at half of the fitted maximal effect; on the % scale 0 is the no-effect control and ±100 the full control effect
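Readout: fluorescence, taken kinetically at 0 and 10 min. Conditions: 10 nM Pol kappa, 15 min RT compound preincubation, 50 nM substrate final. Controls: enzyme-free buffer wells.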
RGS4 inh – blocks human RGS4-accelerated GTP hydrolysis; P49798; Transcreener GDP fluorescence polarization, RGS4-accelerated GTP hydrolysis; Potency, µM (titrated, usually from 114 µM), inactives show top-dose activity change, negative = inhibition, hits mostly inhibitors; 0.039% of 390,000 active; AID 504845; further: potency means the concentration at half of the fitted maximal effect; on the % scale 0 is the no-effect control and ±100 the full control effect; nearly all actives have a fitted effect of over 75% in size; some results filed as inactive show a strong effect at the top dose
Target sequence (P49798 whole entry, looked up): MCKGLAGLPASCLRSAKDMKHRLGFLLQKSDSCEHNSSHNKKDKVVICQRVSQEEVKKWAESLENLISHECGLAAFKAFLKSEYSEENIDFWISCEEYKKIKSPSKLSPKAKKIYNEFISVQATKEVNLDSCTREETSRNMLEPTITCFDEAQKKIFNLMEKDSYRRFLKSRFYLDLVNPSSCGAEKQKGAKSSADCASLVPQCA
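MLSMR compounds (23 nl, pin-transferred) preincubated 10 min at room temperature with a 500nM (2x) first reagent, then RGS4 at 900nM (2x) plus Transcreener GDP mix added; fluorescence polarization (620/688 nm) read before and after 90 min at 30 °C.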
POLB inh – blocks human DNA polymerase beta activity; Potency, µM (highest dose often 114 µM), for inactives: at the highest dose activity change, negative = inhibition, usual class: inhibitors; Pol beta primer extension/strand displacement, fluorescence kinetic; 1.3% of 340,000 active; further: potency means the concentration at half of the fitted maximal effect; on the % scale 0 is the no-effect control and ±100 the full control effect
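Pol beta (10 nM) and compounds were preincubated 15 min at room temperature, then 50 nM substrate (final) started primer extension/strand displacement. Reads were taken at 0 and 10 min; concentration-response data were fitted to a four-parameter Hill equation.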
Apoferritin bind – binds horse apoferritin like a general anesthetic | apoferritin/1-aminoanthracene competitive binding, fluorescence | Potency, µM (titrated, usually from 77.5 µM), without a hit: top-dose activity change, negative = displacement, hits mostly inhibitors | 0.074% of 350,000 active | AID 485281; further: potency means the concentration at half of the fitted maximal effect; on the % scale 0 is the no-effect control and ±100 the full control effect; nearly all actives have a fitted effect of over 20% in size
Target sequence (P02791 2-175 limits assumed): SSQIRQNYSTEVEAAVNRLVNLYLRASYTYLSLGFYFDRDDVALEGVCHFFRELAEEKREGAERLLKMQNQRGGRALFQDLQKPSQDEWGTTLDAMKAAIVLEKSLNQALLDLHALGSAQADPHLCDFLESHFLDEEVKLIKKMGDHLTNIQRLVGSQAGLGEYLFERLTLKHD
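Apoferritin-based anesthetic binding model; compound displacement of fluorescent 1-AMA measured as endpoint fluorescence after 10 minutes at room temperature, scaled to free-ligand and complex controls.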
ALOX12 inh – blocks human arachidonate 12S-lipoxygenase | 1.1% of 580,000 active | P18054 | Potency, µM (top dose mostly 108 µM), without a hit: top-dose activity change, negative = inhibition, hits mostly inhibitors | purified 12hLO, xylenol orange hydroperoxide absorbance; further: potency means the concentration at half of the fitted maximal effect; on the % scale 0 is the no-effect control and ±100 the full control effect
Target sequence (P18054 whole entry, looked up): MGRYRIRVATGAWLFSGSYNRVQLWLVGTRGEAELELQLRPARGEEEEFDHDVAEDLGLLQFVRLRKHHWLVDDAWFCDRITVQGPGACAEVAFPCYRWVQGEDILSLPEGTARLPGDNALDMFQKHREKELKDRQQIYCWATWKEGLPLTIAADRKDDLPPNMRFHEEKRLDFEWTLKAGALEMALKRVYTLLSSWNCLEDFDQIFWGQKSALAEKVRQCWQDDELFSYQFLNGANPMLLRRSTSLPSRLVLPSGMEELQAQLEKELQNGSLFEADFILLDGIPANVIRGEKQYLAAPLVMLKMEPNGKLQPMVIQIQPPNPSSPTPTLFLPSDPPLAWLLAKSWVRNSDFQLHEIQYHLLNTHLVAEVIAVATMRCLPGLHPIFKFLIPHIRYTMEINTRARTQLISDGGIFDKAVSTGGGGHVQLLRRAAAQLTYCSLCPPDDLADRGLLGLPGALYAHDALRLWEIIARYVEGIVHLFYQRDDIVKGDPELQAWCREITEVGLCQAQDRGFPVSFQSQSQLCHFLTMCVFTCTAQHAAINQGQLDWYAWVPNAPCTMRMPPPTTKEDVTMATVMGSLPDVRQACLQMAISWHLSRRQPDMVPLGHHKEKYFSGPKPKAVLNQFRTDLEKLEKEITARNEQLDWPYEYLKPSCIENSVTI
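Hydroperoxide product was detected by ferrous iron/xylenol orange as the 573 to 405 nm absorbance ratio. Arachidonic acid at 40 uM (final) was turned over for 30 min at room temperature by 150 nM human 12hLO, pH 7.0 Hepes buffer, after 15 min compound preincubation.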
Pol eta inh – inhibitors of human DNA polymerase eta; recombinant Pol eta, fluorescent DNA replication assay; Potency, µM (top dose mostly 114 µM), without a hit: top-dose activity change, negative = inhibition, actives largely listed as inhibitors; 1.2% of 390,000 active; AID 588591; further: potency means the concentration at half of the fitted maximal effect; on the % scale 0 is the no-effect control and ±100 the full control effect
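Fluorescent replication assay: 50 nM final substrate added after a 15 min room-temperature compound preincubation with 10 nM enzyme. Signal taken at 0 min and again at 10 min.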
LDHA inh – blocks human lactate dehydrogenase A. P00338. purified LDHA, NADH/diaphorase-resazurin fluorescence; stronger effect = lower value. activity change, % (values are at about 110 or 230 µM). 0.15% of 480,000 active. AID 1347041; in the data active means activity change below about -30%; inconclusive means mostly about -25% to -30%;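 further: plate controls were DMSO wells for no effect and wells without enzyme for full effect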
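Human LDH5 (2 nM) was incubated with 0.06 mM NADH and 0.2 mM pyruvate for 5 min at room temperature in Tris pH 7.4. Remaining NADH was coupled through diaphorase/resazurin, and resorufin fluorescence was read at 0 and 20 min.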
APEX1 inh – APE1 (human) endonuclease inhibition | AID 2517 | P27695 | Potency, µM (doses to about 65.8 µM), without a hit: at the top dose activity change, negative = inhibition, usual class: inhibitors | recombinant APE1, TAMRA/BHQ-2 abasic DNA cleavage fluorescence | 0.35% of 350,000 active;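 further: potency means the concentration at half of the fitted maximal effect; plate controls were vehicle for no effect and reference inhibitor for full effect; nearly all actives have a fitted effect of over 55% in size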
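Enzyme (0.75 nM final) and test compound are incubated 15 min at room temperature before adding 50 nM quenched THF abasic-site duplex. Cleavage dequenches TAMRA, followed at 525/598 nm over three reads one minute apart.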
Numbers without * were called inactive; ? = inconclusive; · = no result given; & = joins results of further samples; [ ] = another dose, or the depositor's remark. Unless noted, the call rests on the fitted dose curve; in most records, active means well fitted curve in the direction sought with a large enough effect; inconclusive means small, poorly fitted or top-dose-only effect, or another doubt; inactive means no such curve, though single readings can be large; an effect the other way counts as inactive or inconclusive.

SMILES | ERG Ets-DNA blk | POLK inh | RGS4 inh | POLB inh | Apoferritin bind | ALOX12 inh | Pol eta inh | LDHA inh | APEX1 inh
COC(=O)c1cccc(NC(=O)COc2cccc([N+](=O)[O-])c2)c1 | 4.4% | -14.2% | 12.0% | ? | -13.1% | -7.6% | 1.5% | -7.4 | -4.4%
O=C(/C(=C/c1cccc(Cl)c1)c1nc2ccccc2[nH]1)c1ccccc1 | -4.7% | -1.5% | -41.6% | 3.9% | -8.6% | -16.0% | -16.2% | -7.6 | -9.7%
CCc1noc(C)c1C(=O)N(CCC(C)C)c1c(N)n(Cc2ccccc2)c(=O)[nH]c1=O | 14.6% | -12.9% | -6.5% | · | · | -22.6% | -22.5% | 1.0 | 4.1%
CCOc1ccc(-c2cc(C(=O)Oc3ccc(C#N)cc3)no2)cc1 | 4.2% | -13.6% | -3.6% | -2.2% | -5.3% | -24.3% | 10.8% | -4.4 | ·
COc1ccc(C(=O)NCCCN2CCOCC2)cc1OC | 3.6% | -13.6% | 19.5% | 1.3% | -6.1% | 2.7% | -0.7% | -0.5 | 1.9%
CC(C)(C)NC(=O)NC(=O)CN1CCN(c2ccc(O)cc2)CC1 | 13.0% | -4.1% | ? | -20.3% | -22.7% | -24.5% | -8.1% | 24.7 | -1.9%
COc1ccc(C2=Nn3c(nnc3-c3ccccc3F)SC2)cc1OCC1CC1 | · | ? | 9.2% | · | · | -14.8% | -9.1% | -2.5 | 14.4%&-0.5%
CCSc1nnc(NC(=O)CCn2c(=O)oc3ccccc32)s1 | 3.6% | 5.3% | -8.9% | -0.4% | -16.8% | 15.9% | -4.7% | -1.5 | -3.5%
O=C(C1COc2ccccc2O1)N1CCN(c2ccccc2Cl)CC1 (centres undefined) | 19.5% | -0.5% | -8.1% | 9.4% | -5.5% | -9.2% | -12.0% | -4.1 | -2.5%
O=C(CSCc1cnn(-c2ccccc2)c1-n1cccc1)NCc1cccc(Cl)c1 | -1.7% | -3.7% | -28.7% | -25.1% | -12.4% | -11.9% | -18.0% | 3.2 | ·
Cc1ccccc1NC(=O)CSc1nc2ncc(Cl)cc2[nH]1 | -4.6% | -11.2% | 39.1%[56.9 µM] | 10.1% | 5.4% | 16.4% | -12.0% | -6.7 | 8.1%
COc1ccccc1NC(=O)c1cc2cc(Br)ccc2cc1O | -13.7% | 2.0% | -34.3% | 22.4µM* | -12.5% | 0.0% | ? | 1.0 | -7.7%

Results in ALOX12 inh and LDHA inh, for some of the entries so far:
compound | ALOX12 inh | LDHA inh
O=C(C1COc2ccccc2O1)N1CCN(c2ccccc2Cl)CC1 (centres undefined) | -9.2% | -4.1
O=C(/C(=C/c1cccc(Cl)c1)c1nc2ccccc2[nH]1)c1ccccc1 | -16.0% | -7.6

The list continues:
SMILES | ERG Ets-DNA blk | POLK inh | RGS4 inh | POLB inh | Apoferritin bind | ALOX12 inh | Pol eta inh | LDHA inh | APEX1 inh
COc1ccc(NC(=O)c2cc(-c3ccc(OC)c(OC)c3)on2)cc1OC | -2.8% | -21.5% | 16.6% | 25.4% | -9.3% | 2.7% | -3.6% | -2.9 | 2.5%
O=C(CSc1nnnn1C1CC1)Nc1cccc(S(=O)(=O)N2CCCC2)c1 | -9.8% | -12.6% | 4.2% | · | · | 321.6%[activator] | -10.2% | -2.7 | 4.1%
CC[C@]12c3[nH]c4cc(CCC(=O)N(C)C)ccc4c3CCN1C(=O)[C@@H](CC(=O)NC(C)(C)C)C[C@@H]2C(=O)N1CCN(C(=O)C2CC2)CC1 | 11.3% | -8.7% | 0.9% | · | · | -9.2% | -14.4% | -5.2 | -16.4%
C=CCNC(=O)c1nc2ccccc2s1 | 15.7% | 0.4% | 3.0% | 6.2% | 3.0% | 0.0% | -12.3% | 1.8 | 0.1%
CCCNC(=O)C1CCN(C(=O)N2CC(C)Oc3ccccc32)CC1 (centres undefined) | 2.7% | -2.4% | 11.5% | -19.4% | -5.2% | 8.8% | -24.2% | -0.3 | ·
COc1ccc(C)cc1NC(=O)CN(C)S(=O)(=O)c1ccc2c(c1)c(=O)n(C)c(=O)n2C | 3.1%&1.1% | 3.7%&-10.7% | 12.0%&17.7% | -1.7%&-3.1% | -5.9%&0.0% | -11.2% | -10.2%&-8.3% | 3.2&2.8 | 3.7%
Cc1cc(N2CCCC2=O)cc(C)c1S(=O)(=O)NCCOc1ccccc1 | · | -3.0% | -0.2% | -2.2% | -10.3% | -35.9% | -12.0% | -2.3 | 0.2%
CCCOc1cccc(C(=O)Nc2cccc3cccnc23)c1 | 2.4% | -10.3%[60.1 µM] | -23.1% | 22.7% | 1.7% | 5.6% | -13.3% | -1.1 | ·
N#Cc1cc([N+](=O)[O-])cnc1Nc1ccccc1 | 11.8% | -3.5% | -16.3% | 12.8% | -5.0% | -53.0% | -8.1% | -6.4 | -1.8%
C#CCOCCOCCOCCNc1nc(N2CCN(C(=O)Cn3cc(CC(C)O)nn3)CC2)nc(N2CCN(C(=O)[C@H]([C@@H](C)CC)n3cc(CCCN=C(N)N)nn3)CC2)n1 (some centres undefined) | -2.9% | 13.6% | 9.7% | 25.6% | 7.8% | ? | -9.1% | 4.2 | 2.7%
CCC(C)Sc1nc2c(cnn2-c2ccc(C)cc2)c(=O)[nH]1 (centres undefined) | -1.9% | -21.0% | 0.2% | 9.8% | 3.9% | ? | -8.2% | -6.0 | 8.3%
CNC(=O)N(O)C1N(/N=C/c2ccccc2F)C(=S)SC1(C)C (centres undefined) | -3.4% | -2.8% | 20.1% | 43.0% | 0.0% | 0.3% | -7.6% | -7.7 | -15.7%
COc1cc(C2C(C(C)=O)=C(O)C(=O)N2c2ccc(Br)cn2)ccc1O (centres undefined) | -6.4% | -3.5% | 18.5% | 15.8% | -8.4% | ? | 14.0% | -14.2 | 13.1%
CC(=O)Nc1ccc(CCCCc2ccccc2)cc1 | 0.7% | -10.7% | 7.6% | · | · | -19.5% | -18.0% | -11.3 | ·
COc1ccc2[nH]c3c(=O)n4c(nc3c2c1)SCCC4 | 20.4% | -5.0% | -4.4% | 2.7% | 0.6% | 0.2% | -12.1% | -3.0 | -3.4%
COc1ccc(Cl)cc1NC(=O)Cn1c(=O)n(CCC(=O)NCc2ccc3c(c2)OCO3)c(=O)c2ccccc21 | -2.9% | 7.1% | -49.9% | -8.7% | -12.9% | -18.3% | -14.3% | -5.3 | ·
COc1ccc(C(=O)NC(=S)NNC(=O)c2ccccc2O)cc1 | 7.2% | ? | -11.7% | -2.1% | -0.8% | -16.8% | -6.0% | -1.7 | 2.5%
CCCCCCCCCCCC(=O)NC(Cc1ccc(OC)c([N+](=O)[O-])c1)C(=O)O (centres undefined) | 0.9% | -7.2% | -25.1% | 9.4% | -16.7% | ? | -17.1% | 1.3 | -3.2%
COc1ccc(C(CCc2cc(OC)c(OC)c(OC)c2)NC(C)=O)cc1 (centres undefined) | 1.2% | -4.8% | 17.2% | · | · | -0.6% | -6.6% | -1.0 | ·
CCOC(=O)CSC1=C(C#N)C(c2ccccc2Cl)C(C(=O)OC)C(=O)N1 (centres undefined) | -2.0% | -6.3% | -16.2% | 3.6% | -14.2% | -11.0% | -6.8% | -9.7 | -1.6%
O=C(O)CCCC(=O)NS(=O)(=O)c1ccc(Cl)cc1 | -0.2% | 2.5% | -23.1% | 18.2% | -0.2% | ? | -8.2% | 0.4 | 17.1%
O=C(CSc1nnc(-c2ccco2)n1Cc1ccco1)NCc1cccs1 | 10.3% | -8.5% | -2.4%[56.9 µM] | 3.0% | -21.2% | 0.0% | -3.2% | -3.5 | 1.7%
Cc1nn(CCC#N)c2[nH]c(=O)cc(C(F)(F)F)c12 | 0.0% | 3.7% | 8.2% | 14.8% | -3.2% | -0.7% | -7.4% | -8.8 | -3.7%
CCN1CCN(c2ncnc3c2cnn3-c2cc(Cl)ccc2C)CC1 | -3.4% | -5.1%[60.1 µM] | -7.5% | 6.8% | -14.4% | -13.2% | -16.7% | -1.0 | ·
CCSCc1nnc(SCC(=O)Nc2ccc(F)cc2)n1CC | 32.2%[activator] | -15.0% | -1.7% | 20.3% | -4.2% | 1.2% | -10.2% | -7.4 | 4.8%
O=C1c2[nH]nc(-c3ccccc3O)c2C(c2cccc(Cl)c2)N1Cc1cccnc1 (centres undefined) | -2.4% | -6.7% | -1.2% | 33.3% | ? | -6.5% | -12.3% | -0.9 | ·
CSc1nc2ccc(NS(=O)(=O)c3ccccc3F)cc2s1 | 19.1% | -8.5% | 4.7% | 21.7% | -18.1% | 3.8% | -20.1% | -4.1 | 12.8%
Cc1ccc(N(CN2CCCC2=O)C(=O)c2ccc(C)c(C)c2)cc1 | -7.8% | -5.8% | -19.5% | -13.7% | -7.2% | -5.3% | -20.4% | -1.7 | -1.2%
CN(C1=C(NC(=O)c2ccccc2)C(=O)c2ccccc2C1=O)C1CCS(=O)(=O)C1 (centres undefined) | 5.6% | 6.1%[60.1 µM] | -53.7% | ? | 3.9% | ? | 79.4µM* | 13.8 | 22.4%
COc1ccc([C@H]2CC(=O)C=C(c3cccc(OCc4ccccc4)c3)C2)cc1 | -2.5% | -17.3% | -0.9% | · | · | 6.8% | -8.0% | -2.3 | -14.1%

Screens as filed in PubChem BioAssay.

An excerpt; rates above refer to the full screens.
